Assay outcomes: PubChem, NMMLSC
Bim-Bcl-B: disrupts Bim peptide binding to human Bcl-B; Q9HD36; bead-based flow cytometry; inhibition, % at 10 µM; hit rate 0.073% among 190,000; AID 951;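 further: 0% = tracer peptide without compound and 100% = reference inhibitor peptide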
Target sequence (Q9HD36 whole entry, looked up): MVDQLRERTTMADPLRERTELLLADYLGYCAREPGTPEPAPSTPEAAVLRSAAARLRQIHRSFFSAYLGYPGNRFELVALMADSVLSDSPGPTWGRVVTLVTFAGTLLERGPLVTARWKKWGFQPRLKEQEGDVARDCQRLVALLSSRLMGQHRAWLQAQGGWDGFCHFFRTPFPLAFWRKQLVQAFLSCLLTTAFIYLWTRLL
Bim-Bcl-W: human Bim-Bcl-W interaction inhibition | AID 952 | bead-based flow cytometry, Bim peptide-Bcl-W binding | Q92843 | inhibition, % at 10 µM | hit rate 0.02% among 190,000;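 further: 0% = bound tracer without compound and 100% = peptide blocker; higher means less fluorescent Bim peptide bound to Bcl-W beads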
Target sequence (Q92843 whole entry, looked up): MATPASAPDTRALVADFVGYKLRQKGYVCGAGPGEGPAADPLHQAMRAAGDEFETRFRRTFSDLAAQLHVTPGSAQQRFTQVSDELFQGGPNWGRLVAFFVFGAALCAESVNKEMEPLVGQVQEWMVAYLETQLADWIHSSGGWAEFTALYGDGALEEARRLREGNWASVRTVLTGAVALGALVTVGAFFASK
Bfl-1 Bim block: disrupts Bim binding to human Bfl-1. Q16548. Bead-based flow cytometry, Bim-Bfl-1 binding inhibition. inhibition, % at 10 µM. hit rate 0.12% among 190,000. AID 1008;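 further: 0% = wells without compound plus tracer and 100% = blocker peptide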
ABCB1 block: human ABCB1 inhibition, ABCG2 as counter-screen; inhibition, % at 6.6 µM; CCRF-Adr cells, JC-1 efflux, flow cytometry; AID 1326; P08183; hit rate 0.067% among 190,000; in the data active means inhibition above about 40%;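 further: 0% = vehicle and 100% = reference inhibitor; higher value means more JC-1 retained so stronger ABCB1 efflux block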
RGS4-Gao reg: modulates binding of RGS4 to human Galphao | Multiplexed bead flow cytometry; actives lie on both sides | AID 1415 | hit rate 0.33% among 220,000 | binding response (% of control), % at 10 µM; in the data active means binding response below about 49% or above about 150%; inactive means in between;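 further: fluorescent Galphao activated with aluminum fluoride binding bead-coupled RGS4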
Target sequence (P09471 whole entry, looked up): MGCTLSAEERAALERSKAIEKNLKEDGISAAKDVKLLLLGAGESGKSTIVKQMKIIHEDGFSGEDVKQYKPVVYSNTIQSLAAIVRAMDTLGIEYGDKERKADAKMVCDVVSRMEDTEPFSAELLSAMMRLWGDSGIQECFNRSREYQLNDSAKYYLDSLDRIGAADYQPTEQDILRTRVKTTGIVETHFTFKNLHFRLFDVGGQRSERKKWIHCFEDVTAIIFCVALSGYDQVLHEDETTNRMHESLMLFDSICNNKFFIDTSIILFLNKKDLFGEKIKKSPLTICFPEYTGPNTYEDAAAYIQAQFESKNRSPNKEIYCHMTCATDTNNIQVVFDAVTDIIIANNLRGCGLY
RGS7-Gao reg: regulators of human RGS7-Galphao interaction. P09471. Multiplexed bead flow cytometry, RGS7-Galphao binding; actives lie on both sides. binding response (% of control), % at 10 µM. hit rate 0.35% among 220,000. AID 1439; in the data active means binding response below about 49% or above about 150%; inconclusive means no clear call, values can overlap the other calls; inactive means in between;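 further: fluorescent Galphao held in activated GDP-AlF4 state binding bead-coupled RGS7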
Bim-Bcl-2: disrupts Bim peptide binding to human Bcl-2; P10415; AID 950; Bead-based flow cytometry, Bim peptide-Bcl-2 binding; hit rate 0.06% among 190,000; inhibition, % at 10 µM; in the data active means inhibition above about 40%; inconclusive means no clear call, values can overlap the other calls;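 further: 0% = no compound wells with probe peptide and 100% = reference peptide inhibitor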
Target sequence (P10415 whole entry, looked up): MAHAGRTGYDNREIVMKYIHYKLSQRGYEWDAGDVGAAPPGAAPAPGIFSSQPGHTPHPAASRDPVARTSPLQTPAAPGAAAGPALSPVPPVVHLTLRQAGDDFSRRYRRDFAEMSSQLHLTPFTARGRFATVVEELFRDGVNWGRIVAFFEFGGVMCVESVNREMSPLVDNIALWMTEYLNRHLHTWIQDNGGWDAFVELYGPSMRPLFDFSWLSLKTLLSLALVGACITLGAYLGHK
ABCG2 block: inhibitors of human ABCG2 transporter, ABCB1 counter-screen; Q9UNQ0; IgMXP3 cells, JC-1 efflux, flow cytometry; inhibition, % at 6.6 µM; hit rate 0.1% among 190,000; AID 1325;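 active means inhibition above 80%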;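 further: 0% = DMSO and 100% = nicardipine control wells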
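Test system: IgMXP3 (ABCG2) plus far-red-tagged CCRF-Adr (ABCB1) cells / Amount: 3 million cells/mL in well / Reagent: JC-1 transporter substrate / Timing: 10 min compound exposure, 25 °C / Signal: flow cytometry, 530 nm JC-1 signal / Read-out: percent efflux inhibition, scaled nicardipine 100% to DMSO 0% / Benchmarks: nicardipine as high control, DMSO as low control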
GSH bead fluor: GSH bead compound fluorescence profile; GSH beads flow cytometry, compound fluorescence 488/530 nm; hits give high values; fluorescence (KMESF) at 10 µM; hit rate 0.25% among 190,000; in the data active means fluorescence above about 89;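 further: glutathione beads carrying GST-tagged Bcl family fusion proteins plus one bare bead set; values are compound well signal with DMSO vehicle wells as background; inactives centre near 16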
Avidin fluor: compound fluoresces at 488/530 nm on avidin beads | compound fluorescence 488/530 nm, flow cytometry; hits give high values | fluorescence (KMESF) at 10 µM | hit rate 0.38% among 220,000; in the data active means fluorescence above about 47; further: inactives centre near 10
Bcl-XL Bim block: inhibitors of Bim-Bcl-XL interaction, human; Bim peptide-Bcl-XL binding, bead flow cytometry, fluorescence; inhibition, % at 10 µM; hit rate 0.04% among 190,000; AID 1007
Active calls of the source: *; ? = inconclusive. Unless noted, no stated cut-off is given here; in the data, active means inhibition above about 40%. Outcome played no part in choosing rows (roughly 1.3% active in at least one column).

item	molecule	Bim-Bcl-B	Bim-Bcl-W	Bfl-1 Bim block	ABCB1 block	RGS4-Gao reg	RGS7-Gao reg	Bim-Bcl-2	ABCG2 block	GSH bead fluor	Avidin fluor	Bcl-XL Bim block
1	COc1cc2c(cc1NC(=S)Nc1cccc(C(F)(F)F)c1)oc1ccccc12	-12	-1	-20	-1.8	99	95	-12	-11	24	21	-9
2	O=C(CCCC(=O)OCC(=O)c1cccs1)Nc1ccc(F)cc1	0	0	-4	0.3	102	95	-1	3	23	10	0
3	CN(C)c1ccc(/C=N/NC(=O)Cn2nnc3ccccc32)cc1	3	3	5	-1.4	88	79	5	-1	21	6	1
4	Cc1cc(NC(=O)C2C3C(=O)N(CC4CCCO4)C(C(=O)NCc4ccccc4)C34C=CC2(C)O4)no1 (stereo not given)	-1	0	-1	0.0	97	99	5	0	22	27	-1
5	Cc1ccccc1NC(=O)c1c(-c2ccccc2)noc1C	-5	2	-5	1.0	106	100	-4	4	64	9	-22
6	CC(C)(C)c1nnc(NC(=O)CS(=O)(=O)Cc2ccccc2)s1	-8	-3	-7	-0.1	86	51	-5	0	17	1	-4
7	O=C(COc1ccccc1)NCc1nnc(SCC(=O)Nc2nccs2)n1-c1ccccc1	-5	1	-10	0.3	95	96	-4	2	23	6	-3
8	CCn1c(SCc2ccc(C(=O)Nc3nccs3)cc2)nnc1-c1ccc(N)cc1	-2	0	6	0.0	102	103	6	0	18	14	4
9	COc1ccc(C)cc1NC(=O)c1cc2ccccc2cc1OCC(=O)NCc1ccco1	-2	-1	1	0.2	97	99	1	0	15	31	-2
10	CCNC(=O)CSc1nc2ccccc2c(=O)n1OC	-9	0	-16	-0.2	95	95	-10	1	30	7	-11
11	CCCCn1cc(SCC(=O)O)c2ccccc21	-5	0	-9	0.7	100	100	-6	0	36	9	-6
12	CC(C)CCOP(=O)(c1ccc(N(C)C)cc1)C(O)c1ccccn1 (stereo not given)	-9	1	-7	0.4	97	99	-7	1	23	6	-2
13	COCC(=O)Nc1ccccc1C(=O)NC(C)C	-1	-2	-2	-2.6	93	97	-1	-2	21	25	0
14	COc1ccccc1C(=O)Nc1ccc(S(=O)(=O)Nc2cc(C)on2)cc1	-7	2	-10	-0.2	102	103	-5	0	26	7	-5
15	CC(O)CN1C(=O)C(CC(=O)Nc2ccc(Cl)cc2)SC1=Nc1ccccc1 (stereo not given)	4	0	-1	0.4	104	102	0	5	19	44	2
16	c1ccc2[nH]c(CN3CCCCCC3)nc2c1	1	0	2	0.4	101	101	-2	1	49	9	1
17	CCOc1ccc(Br)cc1S(=O)(=O)Nc1ccc(C(=O)OCC(=O)N(C)c2ccccc2)cc1	-1	0	0	20	108	104	0	20	23	16	-3
18	COc1cc(/C=C2/NC(=O)N(Cc3ccccc3F)C2=O)cc(OC)c1OC	-6	-4	-4	3.3	102	105	-2	22	21	6	-4
19	COc1ccc(S(=O)(=O)CCC(=O)NC2CCCCC2)cc1	-6	-2	-13	-0.3	102	96	-4	-1	23	25	-7
20	CCC(C)(C(=O)NC1CCCC1)N(C(C)=O)c1ccc(C)cc1 (stereo not given)	-8	2	-9	-0.1	99	96	-8	1	41	7	2

Down the list, quoted from above:
Entries 10 to 16 in Bim-Bcl-2, in turn: -10, -6, -7, -1, -5, 0, -2
Entries 10 to 16 in Bim-Bcl-W, in turn: 0, 0, 1, -2, 2, 0, 0

Additional compounds.
item	molecule	Bim-Bcl-B	Bim-Bcl-W	Bfl-1 Bim block	ABCB1 block	RGS4-Gao reg	RGS7-Gao reg	Bim-Bcl-2	ABCG2 block	GSH bead fluor	Avidin fluor	Bcl-XL Bim block
21	Cc1ccc2cc(CN(CC3CCCO3)C(=O)C(C)C)c(=O)[nH]c2c1 (stereo not given)	-7	-2	-25	0.9	99	100	-11	13	21	29	-6
22	CCOc1ccc(/C=C/C(=O)Nc2ccc(C(N)=O)cc2)cc1OC	-8	-2	-15	-0.1	95	109	-9	-4	10	6	-5
23	CCc1nnc(SCc2cn3c(C)cc(C)nc3n2)n1N	0	-4	-3	0.2	100	99	-2	1	22	18	-1
24	Fc1ccc(C2CCCN2Cc2nc(Cc3ccccc3)no2)cc1 (stereo not given)	-1	-1	-3	0.0	99	95	0	0	10	9	-2
25	O=C1OCC2=C1C(c1ccc(F)cc1)Sc1ccccc1N2 (stereo not given)	-1	2	1	0.7	99	102	-1	6	24	13	-1
26	C/C=C/c1ccc(OCCOc2ccc(C=O)cc2OC)c(OC)c1	-1	6	0	1.0	100	97	2	31	9	8	2
27	O=C(NCc1ccc(F)cc1)C1CCN(S(=O)(=O)N2CCOCC2)CC1	-2	-2	0	1.1	109	105	2	1	18	9	2
28	COc1ccc(S(N)(=O)=O)cc1N(C)S(=O)(=O)c1ccccc1	-4	0	-8	0.5	104	102	-4	2	15	11	0
29	Cc1ccc(C(=O)CSc2nnnn2-c2ccccc2)o1	-3	1	1	0.2	99	?	2	1	13	11	-1
30	Cc1ccc(C(=O)NC2CCCCCC2)cc1N1CCCC1=O	-5	-4	-3	0.3	102	100	-6	0	19	23	-6
31	COC(=O)n1ccc(C(=O)Nc2ccccc2F)n1	2	-1	0	0.1	122	116	6	0	4	17	0
32	Cc1ccc(C)c(NNC(N)=S)c1	-4	-2	-2	0.4	100	105	-1	3	12	10	-1
33	COc1ccc(S(=O)(=O)CC2(O)CCN(C(=O)C(C)(C)C)CC2)cc1	0	4	-5	-0.1	103	103	3	0	18	27	-1
34	Cc1ccccc1N1C(=O)CC1(C#N)c1ccc(OCc2ccccc2)cc1 (stereo not given)	-6	-1	-1	-0.3	89	106	-4	-3	7	0	0
35	CCCC(c1nnnn1CCOC)N1CCN(C(=O)c2ccco2)CC1 (stereo not given)	-1	-6	0	0.2	102	100	2	0	21	13	-3
36	O=C(/C=C/c1ccccc1)c1ccoc1	0	-2	-1	0.4	93	95	-3	3	19	13	1
37	O=C(C1=C[C@@H](C2CCCCC2)C[C@@H](OCCCCO)O1)N1CCN(Cc2ccccc2)CC1	-1	-2	-3	2.2	80	81	4	8	18	5	0
38	COc1ccc(N2CC(C(=O)OCC(=O)c3cccc(OC)c3)CC2=O)cc1 (stereo not given)	-5	4	-7	0.2	99	99	-3	2	4	8	-3
39	Clc1ccc(-c2onc3c2CCCC3)cc1	-6	0	-10	0.6	97	95	-8	4	50	6	-6
40	O=[N+]([O-])c1ccc(N2CCN(C(=S)Nc3ccc(F)cc3)CC2)cc1	2	-3	6	0.1	101	102	0	2	14	11	-1

Complete entries, quoted from the list:
Cc1ccc2cc(CN(CC3CCCO3)C(=O)C(C)C)c(=O)[nH]c2c1 (stereo not given) reads Bim-Bcl-B = -7; Bim-Bcl-W = -2; Bfl-1 Bim block = -25; ABCB1 block = 0.9; RGS4-Gao reg = 99; RGS7-Gao reg = 100; Bim-Bcl-2 = -11; ABCG2 block = 13; GSH bead fluor = 21; Avidin fluor = 29; Bcl-XL Bim block = -6
COc1ccc(C)cc1NC(=O)c1cc2ccccc2cc1OCC(=O)NCc1ccco1 reads Bim-Bcl-B = -2; Bim-Bcl-W = -1; Bfl-1 Bim block = 1; ABCB1 block = 0.2; RGS4-Gao reg = 97; RGS7-Gao reg = 99; Bim-Bcl-2 = 1; ABCG2 block = 0; GSH bead fluor = 15; Avidin fluor = 31; Bcl-XL Bim block = -2
CCn1c(SCc2ccc(C(=O)Nc3nccs3)cc2)nnc1-c1ccc(N)cc1 reads Bim-Bcl-B = -2; Bim-Bcl-W = 0; Bfl-1 Bim block = 6; ABCB1 block = 0.0; RGS4-Gao reg = 102; RGS7-Gao reg = 103; Bim-Bcl-2 = 6; ABCG2 block = 0; GSH bead fluor = 18; Avidin fluor = 14; Bcl-XL Bim block = 4

(further entries)
item	molecule	Bim-Bcl-B	Bim-Bcl-W	Bfl-1 Bim block	ABCB1 block	RGS4-Gao reg	RGS7-Gao reg	Bim-Bcl-2	ABCG2 block	GSH bead fluor	Avidin fluor	Bcl-XL Bim block
41	CC(C)CC(=O)N1CCN(Cc2cccc(F)c2)CC1	0	0	-2	0.2	96	95	0	1	16	14	-1
42	O=C(NCCO)/C(=C\c1cccc([N+](=O)[O-])c1)NC(=O)c1ccco1	-4	-3	0	0.7	97	94	1	7	18	10	-6
43	Cc1ccc2[nH]nc(C(=O)N3CCCC(C(=O)c4ccc(Cl)cc4)C3)c2c1 (stereo not given)	-5	-1	-7	0.6	101	110	-7	9	12	7	-4
44	CCn1cc(C2C(C(=O)Nc3ccc(Br)cn3)=C(C)NC3=C2C(=O)CCC3)c(C)n1 (stereo not given)	-9	-5	-5	0.2	95	96	-8	9	13	7	-9
45	COc1cccc(NC(=O)N2CCCC2C(=O)NCc2ccccc2)c1 (stereo not given)	-4	-3	-3	0.1	104	102	-1	1	12	10	-3
46	Cc1c(C#N)c2ccccc2n1CCOc1ccccc1F	-6	0	-7	0.2	109	110	-6	7	40	15	0
47	COc1ccc(NC(=O)C23CC4CC(C2)CC(n2cnc(Br)n2)(C4)C3)cc1Cl	-5	2	-13	0.4	99	99	-5	1	64	13	23
48	Cc1c(C(=O)NC2CCCCC2)oc2c1C(=O)CC(C)(C)C2	-7	0	-12	0.5	103	100	-8	8	27	10	-9
49	COC(=O)C1=C(C)NC(=O)C1(NC(=O)CN1CCCC1=O)C(F)(F)F (stereo not given)	-8	-5	-25	0.4	104	110	-12	9	22	55*	-9
50	CCOC(=O)c1[nH]c(COC(=O)C2CC(=O)N(Cc3ccccc3)C2)c(C(=O)OCC)c1C (stereo not given)	0	1	-5	1.1	99	95	-2	1	6	11	-4
51	CCCNC(=O)C1CCN(S(=O)(=O)c2cccs2)CC1	0	-2	0	-0.1	97	98	-2	0	74	13	-4
52	C#Cc1ccc([C@H]2C=C(C(=O)N3CCOCC3)O[C@@H](OCc3ccc(CO)cc3)C2)cc1	-3	0	-5	0.6	99	104	-2	2	17	7	0

An excerpt from above, limited to RGS7-Gao reg:
| No. | smiles | RGS7-Gao reg |
| --- | --- | --- |
| 10 | CCNC(=O)CSc1nc2ccccc2c(=O)n1OC | 95 |
| 29 | Cc1ccc(C(=O)CSc2nnnn2-c2ccccc2)o1 | ? |
